# Bioassay records from PubChem BioAssay.
# Growth percent in the NCI-60 one-dose screen (48 h, 10 µM unless noted): 100 = growth as untreated, 0 = no growth, -100 = all killed.
# HOP-92 – HOP-92 NSCLC cells; 71,000 tested, 6.3% active; AID 1794738
# EKVX – EKVX NSCLC; 71,000 tested, 3% active; AID 1794765
# M14 – M14 melanoma. 80,000 tested, 6.2% active. AID 1794745
# HOP-62 – HOP-62 NSCLC | 80,000 tested, 3.9% active | AID 1794735
# A549/ATCC – A549/ATCC NSCLC | 81,000 tested, 3.7% active
# SK-MEL-5 – SK-MEL-5 melanoma | 80,000 tested, 6.4% active
# SK-MEL-28 – SK-MEL-28 melanoma. 81,000 tested, 4.1% active
# The depositor's hits bear a star. Rule for the calls: active = growth percent below 10; inactive = the rest.
SMILES,HOP-92,EKVX,M14,HOP-62,A549/ATCC,SK-MEL-5,SK-MEL-28
CCC1C(=O)OCC1Cc1cncn1C (centres undefined),86,94,97,103,84,102,111

# Not all compounds are listed; the hit share may differ from the screen's.
